# Screening data (PubChem)
# Pf growth 96h – P. falciparum growth inhibition at 96 hours | P. falciparum luciferase reporter growth, 96 h | Potency, µM (series often up to 28.7 µM), for inactives: top-dose activity change, negative = inhibition, hits mostly inhibitors | actives 6.9% (n = 320,000) | AID 504834; also: potency is read from the fitted curve at half-maximal effect; % is scaled to controls: 0 for no effect and ±100 for the full control effect
#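 Cell-based qHTS: luciferase-tagged P. falciparum in erythrocytes (2% hematocrit, 0.05% parasitemia final) incubated with compounds for 96 hours, 37 C, 5% CO2; luciferase detection reagent then added and luminescence measured.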
# Giardia FBPA inh – inhibitors of Giardia lamblia fructose-1,6-bisphosphate aldolase; purified Giardia FBPA; Potency, µM (titrated, usually from 59.6 µM), without a hit: top-dose activity, negative = inhibition, usual class: inhibitors; actives 0.71% (n = 290,000); AID 2451; also: potency is read from the fitted curve at half-maximal effect; % is scaled to controls: 0 for no effect and ±100 for the full control effect; nearly all actives have a fitted effect of over 55% in size
# Target sequence (A8B2U2 whole entry, looked up): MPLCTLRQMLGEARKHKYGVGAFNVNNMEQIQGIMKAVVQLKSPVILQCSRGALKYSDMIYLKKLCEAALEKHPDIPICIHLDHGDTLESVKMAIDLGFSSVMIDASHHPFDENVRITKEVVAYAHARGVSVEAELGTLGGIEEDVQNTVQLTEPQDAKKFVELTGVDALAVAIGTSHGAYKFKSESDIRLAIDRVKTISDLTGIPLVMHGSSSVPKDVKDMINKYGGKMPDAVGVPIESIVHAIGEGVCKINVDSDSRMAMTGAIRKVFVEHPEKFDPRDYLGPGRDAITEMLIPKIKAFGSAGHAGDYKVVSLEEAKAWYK
#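 Giardia FBPA (40 nM reagent) was preincubated 10 min at RT with compound (up to 57.5 uM final), then substrate plus GAPDH/TPI/NAD/arsenate coupling system with diaphorase/resazurin was added; resorufin fluorescence (525/598 nm) was read after 20 min.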
# HCV inh – inhibitors of hepatitis C virus infection; Huh7.5.1 HCVcc-Cre infection, luciferase reporter, 44 h; Potency, µM (highest dose often 41.8 µM), for inactives: at the top dose activity change, negative = inhibition, most hits filed as inhibitors; actives 3.4% (n = 340,000); AID 651820; also: potency is read from the fitted curve at half-maximal effect; % is scaled to controls: 0 for no effect and ±100 for the full control effect
#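 Cells (1,000/well) were plated 4 h before compound, then infected with HCVcc-Cre virus (~0.5 moi). After 44 h further culture, infection was read as luciferase luminescence following a 15 min substrate incubation at room temperature.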
# Shiga inhibitor – blocks Shiga toxin action in Vero cells; AID 2315; Vero cells, Shiga toxin protein synthesis inhibition reporter; actives 9.2% (n = 290,000); inhibition, % at 38.7 µM; in the data active = inhibition mostly above about 28%, no sharp cut-off; inactive = mostly below about 43%; also: 0% is about no effect
# CHX counter – affects cycloheximide protein synthesis inhibition readout, counter-screen | cell reporter, cycloheximide protein synthesis inhibition counterscreen | max response, % | actives 12% (n = 300,000); in the data active = max response mostly above about 13%, no sharp cut-off; inactive = mostly below about 14%; also: read at 38.3 µM for the half of the compounds with a filed dose; 0% is about no effect
# Pf growth 48h – P. falciparum growth inhibition at 48 hours (one generation). P. falciparum luciferase growth in erythrocytes, 48 h. Potency, µM (doses to about 28.7 µM), inactives show at the top dose activity change, negative = inhibition, actives largely listed as inhibitors. actives 5.9% (n = 310,000). AID 504832; also: potency is read from the fitted curve at half-maximal effect; % is scaled to controls: 0 for no effect and ±100 for the full control effect
#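 Luciferase-expressing parasites in RBCs, 2% Hct / 0.1% parasitemia final; RPMI 1640 + 0.5% Albumax; 37 C, 5% CO2, one generation; luminescence read-out, lower signal = inhibition.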
# * marks the source's active call; other numbers are inactive results; ? = inconclusive; · = not tested or not shown; [ ] = dose if it differs, or a comment. Unless noted, calls follow the shape of the dose curve; as a rule, active = well fitted curve in the direction sought with a large enough effect; inconclusive = small, poorly fitted or top-dose-only effect, or another doubt; inactive = no such curve, though single readings can be large; an effect the other way counts as inactive or inconclusive.
SMILES,Pf growth 96h,Giardia FBPA inh,HCV inh,Shiga inhibitor,CHX counter,Pf growth 48h
NC(=O)CSc1nnc(CNc2ccc(F)cc2)n1CC1CCCO1 (stereo not drawn),6%[5.75 µM],-9%,11%,-6,-5,25%
CCOC(=O)C1(Cc2ccc(OC)cc2)CCN(C(=O)CC2CCC(=O)N2)CC1 (stereo not drawn),?,2%,23%,12,12,-10%
Cc1ccc(-c2csc3ncnc(-n4nnc5ccccc54)c23)cc1,?,-3%,-1%,-10,-5,-20%
Cc1nc2ncnn2c(C)c1C/C=C/c1ccccc1,-27%,-3%,13%,-9,-4,?
O=C(CCN1C(=O)c2ccccc2S1(=O)=O)NCc1ccccc1,35%[activator],·,1%,·,·,-26%
CCOC(=O)c1nnn(-c2nonc2N)c1-c1ccc(F)cc1,3%,-2%,11%,14,6,12µM*
Cc1cc(Nc2cc(Cl)cc(Cl)c2)nc(N)n1,2.3µM*,-10%,?,20,7,1.9µM*
COc1ccccc1N1C(=O)NC(=O)/C(=C/c2ccc([N+](=O)[O-])s2)C1=O,17%,?,10%,17,-1,16%
COc1ccc2c(C)cc(N3CCOCC3)nc2c1,94%[activator],0%,25µM*,52*,26*,55%[activator]
CCCCN(C(=O)NC(=O)Nc1ccc(C)cn1)S(C)(=O)=O,5%,0%,5%,0,1,5%
CC1(C)CC(=O)C=C(NCCN2CCNCC2)C1,13%,2%,10%,-8,-4,·
O=C(Nc1ccccc1NC(=O)c1ccc(F)cc1)c1ccc(F)cc1,?,6%,14%,-3,-4,-12%[0.00184 µM]

# A second format for some results above.
NC(=O)CSc1nnc(CNc2ccc(F)cc2)n1CC1CCCO1 (stereo not drawn)
  Pf growth 96h: 6%[5.75 µM]; Giardia FBPA inh: -9%; HCV inh: 11%; Shiga inhibitor: -6; CHX counter: -5; Pf growth 48h: 25%
CCOC(=O)C1(Cc2ccc(OC)cc2)CCN(C(=O)CC2CCC(=O)N2)CC1 (stereo not drawn)
  Pf growth 96h: ?; Giardia FBPA inh: 2%; HCV inh: 23%; Shiga inhibitor: 12; CHX counter: 12; Pf growth 48h: -10%

# (further entries)
SMILES,Pf growth 96h,Giardia FBPA inh,HCV inh,Shiga inhibitor,CHX counter,Pf growth 48h
CCn1ncc(Br)c1C(=O)Nc1ccc(F)cc1F,13%,-1%,10%,5,4,6%
CC(C)C(C(=O)Nc1nccs1)N1C(=O)c2ccccc2C1=O (stereo not drawn),8%,2%,11%,-16,-4,13%
COc1ccc(/C=C/C(=O)c2ccccc2)cc1COc1ccc(F)cc1,?,-3%,?,29,10,?
O=C(O)CSc1nnc(Cn2c(=O)sc3ccccc32)n1-c1cccc(Cl)c1,0%,16%,35%[activator],-14,-2,4%
O=[N+]([O-])c1ccc(N/N=C2/CCCCC2c2ccccn2)cc1 (stereo not drawn),6%,-14%,?,15,-2,-12%
Cc1cc(C)n2nc(C(=O)N/N=C/c3c4ccccc4cc4ccccc34)nc2n1,12µM*,4%,-23%,6,-1,-9%
COc1ccc(S(=O)(=O)N2CCCCCC2)cc1NC(=O)c1c2c(nc3ccccc13)CCN(Cc1ccccc1)C2,1.5µM*,-3%,?,-11,12,1.5µM*
CN(C)S(=O)(=O)n1cc(/C=C(\NC(=O)c2ccccc2Cl)C(=O)NCCCn2ccnc2)c2ccccc21,1%,22%,-19%,18,-2,?
CCOC(=O)CP(=O)(c1ccccc1)c1ccccc1,1%,1%,-5%,-4,-7,·
O=C(NCCNc1ccc(Cl)cc1[N+](=O)[O-])c1cccnc1,1%,-3%,11%,-3,-3,-10%
CC1CCN(C(c2cc3cc4c(cc3[nH]c2=O)OCO4)c2nnnn2CC2CCCO2)CC1 (stereo not drawn),-20%,10%,-3%,-16,1,·
COc1ccc(Cl)c(NC(=O)C/C(C)=N/NC(=O)CCc2ccccc2)c1,20%,0%,?,-3,-4,17%
Cc1c(C(=O)NC(C)c2ccccn2)oc2c(Cl)cccc12 (stereo not drawn),?,·,?,·,·,?
O=C1C2CCCN2C(c2ccccc2F)N1c1cccc(Cl)c1 (stereo not drawn),?,-5%,8%,-4,-1,·
COc1cc(OC)cc(C(=O)N[C@H](C(=O)OCC(=O)c2ccc(F)cc2)C(C)C)c1,33%[activator],-5%,10%,13,9,-19%
NS(=O)(=O)c1cccc(NC(=O)C(Cc2ccccc2)NC(=O)c2ccccc2)c1 (stereo not drawn),-6%,3%,?,13,-2,20%
O=C(NC1=NCCS1)c1sc2cc(Cl)cc(Cl)c2c1Cl,?,-1%,14%,9,-3,?
CCSC1=C(C#N)C(CC(C)C)C2=C(CCCC2=O)N1 (stereo not drawn),?,-1%,1%,-12,5,?
COc1ccc(-n2c(C)cc(C(=O)COc3ccc(C)nc3[N+](=O)[O-])c2C)cc1,?,-12%,?,41,-3,-29%
CC(C)OC(=O)CSc1nc(N)c(C#N)cc1C#N,-15%,-2%,4%,42*,27*,-24%
O=C(CSc1nnc(-c2cccnc2)n1-c1ccccc1)NCc1ccc2c(c1)OCO2,-1%,13%,11%,19,-3,-20%
CCOC(=O)C(=O)NCC(c1cccs1)S(=O)(=O)c1ccc(F)cc1 (stereo not drawn),12µM*,·,0%,·,·,?
O[C@@H]([C@H](O)[C@H](O)CBr)[C@H](O)CBr,-20%,·,3%,·,·,-12%
CCOC(=O)c1c(C)[nH]c(C(=O)COC(=O)CNC(=O)c2ccc(Cl)cc2)c1C,21%,7%,-8%,-5,-4,12%
O=C(CCNS(=O)(=O)c1ccccc1)N1CCCCCCC1,27%,·,2%,·,·,5%
Cc1nc(SCC(=O)O)n[nH]1,21%,2%,36%[activator],-4,-1,7%
Cc1ccccc1Cn1cnc2c([N+](=O)[O-])c(C)c(C)cc21,?,7%,-10%,-5,-2,-6%
O=C(c1cc([N+](=O)[O-])ccc1N1CCOCC1)N1CCN(S(=O)(=O)c2ccc(F)cc2)CC1,23%,·,6%,·,·,-14%
CC(C)c1nnc(NC(=O)c2c(O)c3cccc4c3n(c2=O)CCC4)s1,?,6%,?,17,-1,?
CC1(C)CC2c3cccc(C(=O)O)c3C(=O)N2c2c1ccc1ccccc21 (stereo not drawn),1%,10%,34%[activator],-7,-6,-6%
COc1cccc(/C=N/Nc2snc(SC)c2C#N)c1O,0%,2%,?,69*,72*,148%[activator]
COc1ccc(NC(=O)c2nc[nH]c2C(=O)NCc2ccccc2)cc1,-16%,·,17%,·,·,?
Cc1cc(C)c(NC(=O)CSc2nnc(CN3CCOCC3)n2C)c(C)c1,3%,-11%,-4%,18,0,-24%
COc1ccc(C)cc1S(=O)(=O)N1CCN(C(=O)c2ncoc2-c2ccccc2C)CC1,-28%,2%,2%,1,-4,-24%
O=C(c1nc2nc(-c3ccccc3)cc(C(F)(F)F)n2n1)N1CCOCC1,?,0%,-37%,-3,-1,-4%
Cc1csc(NC(=O)CSCC(=O)Nc2ccccc2)n1,·,-1%,10%,-4,-2,15%
CC1CCc2c(sc3ncn(Cc4ccc(C(=O)O)cc4)c(=O)c23)C1 (stereo not drawn),26%,30%,23%,16,0,8%
O=C(c1ccco1)N1CCCC(N2CCN(c3ccccc3F)CC2)C1 (stereo not drawn),66%[activator],2%,0%,8,8,18%
Cc1ccc(CN(C)C(=O)CN2C(=O)NC(c3ccccc3)(c3ccccc3)C2=O)c(C)c1,?,·,?,·,·,13µM*
CCOC(=O)CSC1=C(C#N)C(c2sccc2C)CC(=O)N1 (stereo not drawn),·,-1%,?,-7,-3,-3%
Cc1ccc(OCCCC(=O)N2CCOCC2)cc1,6%,3%,12%,65,0,45%[activator]
CC1(C)Cc2c(c(N3CCOCC3)nc3sc4c(NCCN5CCOCC5)nnnc4c23)CS1,?,-4%,11µM*,-2,1,?
CCOc1cc(NC(=O)C2CCCCC2)c(OCC)cc1NC(=O)c1ccccn1,6%,5%,?,10,-3,?
Cc1c(C(=O)Nc2ccccc2C(=O)N2CCOCC2)cccc1[N+](=O)[O-],12%,-1%,2%,14,-1,17%
CC(C)OC(=O)CC(=O)c1sc2nc3c(cc2c1N)CN(C)CC3,0%,?,-5%,-10,-2,-22%
COc1ccc(S(=O)(=O)NCc2ccncc2)cc1OC,-18%,1%,?,-19,6,9%
COC(=O)c1c(NC(=O)C(C)(C)C)sc2c1C(C(=O)OC)CC2 (stereo not drawn),?,·,?,-2,-6,?
O=C(c1ccccc1)c1ccc(N2CCOCC2)c(F)c1,0%,-2%,-11%,131*,21*,187%[activator]
Cc1ccc(-c2cc(C(=O)N3CCC4(CC3)OCCO4)no2)cc1,0%,2%,-7%,58*,24*,50%[activator]
COCCNC(=O)CSc1nc(-c2ccc(OC)c(OC)c2)cc(C(F)(F)F)n1,8%,-3%,?,-10,-2,14%
CC(=O)Nc1ccc(NC(=O)/C=C/c2ccccc2)cc1,252%[activator],2%,-21%,33*,25*,?
Cc1ccc(Cl)c2c1NC(=O)C2(O)CC(=O)c1ccccc1O (stereo not drawn),9.3µM*,-4%,10%,15,-5,-28%
Fc1ccc(Cn2nnc3ccccc32)cc1,?,18%,-5%,1,-7,-16%
COc1ccc(O)c(C(=O)c2cnn(-c3ccc(Cl)cc3)c2)c1,?,-2%,2%,40*,20,?
Cc1ccc(C)c(NC(=O)CN(C)C(=O)c2ccc3ncsc3c2)c1,0%,·,37%[activator],·,·,-3%
CC[N+](CC)(CC)C/C(N)=N/O,?,-1%,-6%,-3,-3,-13%
N#CC1=C(N)Oc2ccc3ccc(O)cc3c2C1c1cccnc1 (stereo not drawn),?,-6%,-8%,-10,-1,1.3µM*
COc1ccc(C(=O)NC2(C(F)(F)F)NC(=O)N(CCCc3ccccc3)C2=O)cc1OC (stereo not drawn),?,1%,?,21,-5,?
O=C(Cc1ccccc1[N+](=O)[O-])N1CCOCC1,-25%,3%,20%,2,-2,5%
Cc1cccc(-n2ccnc2CN2CCN(C3CCCC3)C(CCO)C2)c1 (stereo not drawn),6.6µM*,1%,15%,-2,5,-14%

# Gathered by group: those above containing bromine
SMILES,Pf growth 96h,Giardia FBPA inh,HCV inh,Shiga inhibitor,CHX counter,Pf growth 48h
CCn1ncc(Br)c1C(=O)Nc1ccc(F)cc1F,13%,-1%,10%,5,4,6%
O[C@@H]([C@H](O)[C@H](O)CBr)[C@H](O)CBr,-20%,·,3%,·,·,-12%

# Following part
SMILES,Pf growth 96h,Giardia FBPA inh,HCV inh,Shiga inhibitor,CHX counter,Pf growth 48h
Cc1[nH]n(-c2ccccc2)c(=O)c1C(C[N+](=O)[O-])c1ccc(Br)cc1 (stereo not drawn),·,-29%,-8%,-16,-5,?
CC(C)CNC(CC(=O)O)c1ccccc1 (stereo not drawn),0%,0%,12%,-8,3,-25%
COc1ccc(C(=O)NCCNc2nc3ccc(C)cc3cc2C#N)cc1OC,20%,7%,?,-5,-2,-2%
CCOC(=O)N1CCN(c2ccccc2O)CC1,24%,1%,11%,-25,-5,1%
COc1cccc(C(=O)N/N=c2\oc3c(OC)cccc3cc2C(=O)NCc2ccccc2)c1,0%,2%,9%,-3,1,28%
COc1ccccc1C(O)P(=O)(OC(C)C)c1ccc(N(C)C)cc1 (stereo not drawn),-2%,2%,7%,-8,-2,-7%
COc1ccc(C2=COc3ccccc3C(=O)N2)cc1,7%,9%,-13%,56*,21*,9%
COC(=O)CC1NCCc2cc(OC)c(OC)cc21 (stereo not drawn),23%,-6%,17%,3,-2,3%
COc1ccccc1N1CC(C(=O)Nc2nnc(SCc3cccnc3)s2)CC1=O (stereo not drawn),?,-26%,5%,-2,-3,?
